# DNA Pol III inh: blocks replication by bacterial DNA polymerase III holoenzyme; hit rate 0.25% among 71,000; Potency, µM (top dose mostly 57.1 µM), without a hit: at the top dose activity change, negative = inhibition; reconstituted DNA polymerase III holoenzyme replication, biochemical; further: potency means the concentration at half of the fitted maximal effect; on the % scale 0 is the no-effect control and ±100 the full control effect
#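 Reconstituted *E. coli* holoenzyme (0.35 nM Pol III, 1 nM beta, 154 nM SSB, 2 nM primase) was preincubated with compound for 15 min at RT. Synthesis on 1.4 nM ssM13Gori ran 35 min, then was stopped with PicoGreen/EDTA and read as dsDNA fluorescence.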
# BRCT PPI red: BRCT-phosphoprotein interaction inhibition (red fluorophore) | hit rate 0.03% among 75,000 | P38398 | BRCT-phosphopeptide binding, red fluorescence polarization | Potency, µM (series often up to 76.9 µM), without a hit: at the top dose activity change, negative = inhibition, actives largely listed as inhibitors; further: on the % scale 0 is the no-effect control and ±100 the full control effect
#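 Fluorescence polarization: 100 nM His-tagged BRCA1 BRCT with 100 nM TAMRA-labelled phospho-BACH1 decapeptide, phosphate buffer pH 7.3 with 150 mM NaCl, DTT, 0.01% Tween 20; 12 min RT. Binding inhibition seen as FP decrease.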
# GFP derepression: epigenetic GFP locus derepression in mouse cells; mouse C127i GFP locus derepression, cytometry, 30 h; Potency, µM (series often up to 46.1 µM), without a hit: at the top dose GFP derepression (activation); hit rate 0.09% among 68,000; AID 597; further: % of control where 0% means no effect
#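 Locus derepression in mouse mammary C127i cells whose integrated CMV-GFP reporter is normally silent; GFP expression after 30 h compound treatment was quantified by counting fluorescent cells.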
# CRE Fsk mod: CRE-bla signaling modulation under forskolin stimulation; Potency, µM (top dose mostly 38.2 µM), for inactives: at the top dose activity change, negative = inhibition, usual class: activators; hit rate 2.5% among 71,000; CHO CRE-bla reporter (cAMP response element driving beta-lactamase), forskolin EC10, beta-lactamase ratio; active means well fitted activation curve with a large enough effect in the signal ratio, with a control signal flat, not every such curve was filed as active; inconclusive means small, poorly fitted or top-dose-only effect, or effect the other way, or a change in a side signal; the % refers to the signal ratio; further: potency means the concentration at half of the fitted maximal effect; % of control where 0% means no effect
#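 CRE-bla CHO reporter cells treated with compound titration plus EC10 NKH 477 (water-soluble forskolin), incubated 3 h at 37 °C; CCF4 loading 2 h at room temperature, 460/530 nm emission ratio read, AC50 values derived for positive or negative modulators.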
# HADH2 inhib: blocks human hydroxyacyl-CoA dehydrogenase type II; recombinant HADH2, NADH fluorescence, beta-hydroxybutyryl-CoA; Potency, µM (doses to about 57.1 µM), for inactives: top-dose activity change, negative = inhibition, actives largely listed as inhibitors; hit rate 3.4% among 73,000; further: potency means the concentration at half of the fitted maximal effect; on the % scale 0 is the no-effect control and ±100 the full control effect; nearly all actives have a fitted effect of over 60% in size; many of its hits are not listed in these tables
# Target sequence (Q99714 whole entry, looked up, one chain of several): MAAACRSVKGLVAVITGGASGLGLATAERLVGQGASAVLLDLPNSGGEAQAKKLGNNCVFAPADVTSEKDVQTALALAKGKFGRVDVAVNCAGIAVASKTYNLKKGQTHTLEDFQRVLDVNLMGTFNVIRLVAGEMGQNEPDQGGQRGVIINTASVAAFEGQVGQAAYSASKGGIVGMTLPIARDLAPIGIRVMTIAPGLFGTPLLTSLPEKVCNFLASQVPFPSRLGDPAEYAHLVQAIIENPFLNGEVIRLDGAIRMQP
#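 Buffer 100 mM Tris-HCl pH 9.0/0.01% Tween-20; HADH2 20 nM; NAD+ 1 mM; beta-hydroxybutyryl-CoA 90 uM (all final). 15 min cpd preincubation, RT.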
# Hsp90 Hop PPI: changes Hsp90-Hop TPR2A binding signal, up or down | hit rate 0.44% among 71,000 | Potency, µM (top dose mostly 57 µM), inactives show top-dose activity change, negative = inhibition | AID 595 | AlphaScreen TPR2A-His6 binding biotin-Hsp90 C-terminal peptide; active means well fitted curve in either direction with a large enough effect; inconclusive means small, poorly fitted or top-dose-only effect, or another doubt; further: potency means the concentration at half of the fitted maximal effect; on the % scale 0 is the no-effect control and ±100 the full control effect; many of its hits are not listed in these tables
# HBB splicing: modulators of hemoglobin beta chain splicing | HBB splicing reporter cell assay, activation; EGFP reporter with mutant IVS2-654 intron; response scale: normalised to 500 nM splice-correcting PNA | Potency, µM (highest dose often 46.1 µM), inactives show at the highest dose activation, actives largely listed as activators | hit rate 0.06% among 65,000; further: potency means the concentration at half of the fitted maximal effect; 0% is about no effect
#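 HeLa cells stably expressing EGFP interrupted by mutant beta-globin intron 2 (IVS2-654), 500/well in 2% FCS. Treated with compound for 2 days at 37C. Splicing correction scored as total well GFP intensity (488 nm excitation, 500-520 nm emission); 500 nM antisense PNA served as control.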
# USP2a inh: inhibitors of human ubiquitin-specific protease USP2a; USP2a enzymatic assay, qHTS inhibition; Potency, µM (titrated, usually from 38.3 µM), without a hit: at the highest dose activity change, negative = inhibition, hits mostly inhibitors; hit rate 0.1% among 60,000; O75604; AID 927;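 further: potency means the concentration at half of the fitted maximal effect; nearly all actives have a fitted effect of over 60% in size; plate controls were DMSO for no effect and NEM full inhibition control for full effect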
# Target sequence (O75604 whole entry, looked up): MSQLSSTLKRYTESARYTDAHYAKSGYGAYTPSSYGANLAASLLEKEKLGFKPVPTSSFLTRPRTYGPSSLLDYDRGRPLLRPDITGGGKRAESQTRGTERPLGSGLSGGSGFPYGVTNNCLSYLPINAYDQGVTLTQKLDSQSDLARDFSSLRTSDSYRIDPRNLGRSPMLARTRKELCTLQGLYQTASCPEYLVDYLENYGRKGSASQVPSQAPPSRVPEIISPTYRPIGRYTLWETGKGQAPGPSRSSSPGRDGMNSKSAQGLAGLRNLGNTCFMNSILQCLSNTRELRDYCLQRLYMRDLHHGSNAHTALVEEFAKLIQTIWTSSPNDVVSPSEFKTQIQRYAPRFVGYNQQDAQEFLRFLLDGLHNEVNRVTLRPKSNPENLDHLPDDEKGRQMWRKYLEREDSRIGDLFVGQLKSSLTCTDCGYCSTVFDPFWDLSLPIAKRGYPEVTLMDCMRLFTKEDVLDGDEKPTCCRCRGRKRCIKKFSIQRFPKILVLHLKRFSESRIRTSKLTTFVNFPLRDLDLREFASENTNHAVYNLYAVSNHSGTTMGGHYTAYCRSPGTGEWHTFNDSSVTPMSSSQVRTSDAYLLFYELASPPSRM
#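 USP2 core (20nM final) preincubated 30 min RT with compound, then Ub-PLA2 20nM and NBD C6-HPC 20uM final added; buffer 20mM Tris-HCl pH 8.0, 2mM CaCl2. Fluorescence Ex 460/Em 535 read at 0 and 2.5 h; normalized to NEM.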
# BRCT PPI green: blocks human BRCA1 BRCT binding to phosphopeptide, green readout; P38398; BRCA1 BRCT-phosphopeptide binding, green fluorescence polarization; Potency, µM (titrated, usually from 76.9 µM), without a hit: top-dose activity change, negative = inhibition, usual class: inhibitors; hit rate 0.05% among 75,000;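 further: potency means the concentration at half of the fitted maximal effect; plate controls were peptide without protein for full effect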
#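 Compounds were incubated for 12 min at room temperature with a complex of 100 nM fluorescein-tagged pBACH1 decapeptide and 250 nM His-tagged BRCT protein. Buffer was phosphate pH 7.3 with EDTA, DTT and Tween 20. Disruption of binding lowers the polarization signal.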
# Ub-GFP proteasome: ubiquitin-GFP accumulation via proteasome inhibition. Ubiquitin-GFP reporter cells, proteasome inhibition, GFP fluorescence; response scale: untreated = 0%, 10 µM MG-132 = 100%. Potency, µM (titrated, usually from 45.9 µM), for the others: at the highest dose activation (GFP accumulation), usual class: activators. 67,000 tested, under 10 active; active means well fitted activation curve with a large enough effect, not every such curve was filed as active; inconclusive means small, poorly fitted or top-dose-only effect, or another doubt; inactive means no such curve, though single readings can be large or run the other way; further: potency means the concentration at half of the fitted maximal effect
#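 GFP accumulation read-out: laser plate cytometry counting ubiquitin(G76V)-GFP-expressing U2OS cells after 4 hr compound exposure at 37 °C. Titrations spanned 46 uM to 2.9 nM; 0% = basal, 100% = 10 uM MG-132; concentration-response curves fitted.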
# 15-hLO inh: 15-hLO (ALOX15) enzyme inhibition; P16050; purified 15hLO-1, xylenol orange hydroperoxide absorbance; hit rate 1.4% among 74,000; Potency, µM (highest dose often 57.1 µM), for the others: top-dose activity change, negative = inhibition, usual class: inhibitors; further: potency means the concentration at half of the fitted maximal effect; on the % scale 0 is the no-effect control and ±100 the full control effect; nearly all actives have a fitted effect of over 55% in size
#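 Purified human 15hLO-1 (40 nM) in 25 mM Hepes pH 7.5, 0.01% Triton X-100, preincubated 15 min RT with compound, then 50 uM arachidonic acid for 6 min. Hydroperoxide read by ferrous/xylenol orange, 30 min; 573/405 nm absorbance ratio gave progress.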
# * hit, by the source's call; ? = inconclusive; . = no result given; [ ] = remark or other dose. Unless noted, the call rests on the fitted dose curve; in most records, active means well fitted curve in the direction sought with a large enough effect; inconclusive means small, poorly fitted or top-dose-only effect, or another doubt; inactive means no such curve, though single readings can be large; an effect the other way counts as inactive or inconclusive. This is a subset; rates above refer to the full screens.
Molecule,DNA Pol III inh,BRCT PPI red,GFP derepression,CRE Fsk mod,HADH2 inhib,Hsp90 Hop PPI,HBB splicing,USP2a inh,BRCT PPI green,Ub-GFP proteasome,15-hLO inh
CCc1c(C)nc(N2CCOCC2)[nH]c1=O,-6%,0.8%,-2%,6%,?,-4%,1.9%[57.5 µM],-13%,-1.1%,-5%,-5%
CCn1nnc(-c2ccccc2NC(=O)C(F)(F)F)n1,-3%,-0.3%,1%,9%,1%,15%,.,-4%,-0.9%,-2%,-7%
COc1cccc(CN(Cc2cccnc2)S(=O)(=O)c2ccc(-n3cnnn3)c(C)c2)c1OC,3%,1.5%,-1%,?,17%,0%,-4.9%,-18%,-4.3%,-3%,?
Cn1cc(C(=O)NC2CCCCCC2)c(=O)c2cc(S(=O)(=O)N3CCCC3)ccc21,3%,-0.9%,0%,?,5%,-1%,-2.5%,7%,-6.1%,-13%,-3%
S=c1[nH]nc(-c2cccnc2)n1Cc1ccccc1,3%,0.7%,0%,-5%,-18%,1%,0.6%,0%,-2.6%,-7%,-10%
CCOC(=O)Cc1c(C)c2ccc(N(CC)CC)cc2oc1=O,-9%,-0.6%,-2%,?,25µM*,25µM*,.,-13%,-1.8%,0%,-1%
Nc1nonc1-c1noc(CCCN2C(=O)c3ccccc3C2=O)n1,-1%,0.3%,2%,2%,3%,-2%,1.9%,5%,-0.7%,4%,9%
CCOC(=O)NC(=O)CSc1ccccn1,-2%,0.6%,0%,2%,-9%,-1%,0.1%,-7%,-0.4%,-5%,-2%
c1ccc(-c2nnn(C34CC5CC(CC(C5)C3)C4)n2)cc1,6%,0.3%,0%,?,0%,?,-0.8%,-11%,1.7%,6%,0%
COC(=O)c1cc(=O)n2c(-c3ccccc3)csc2n1,0%,-1.7%,1%,2%,-5%,-1%,0.0%[57.5 µM],0%,-0.8%,1%,4%
Cc1cccc(-n2c(SCC(=O)Nc3ccc4c(c3)OCO4)nnc2-c2ccoc2C)c1,-4%,-0.7%,-2%,28%,10%,-5%,-1.4%,0%,-1.8%,5%,-16%
CCn1c(=O)cc(OCC(=O)NCCC(C)C)c2ccccc21,-14%,1.2%,-5%,?,-1%,1%,-0.1%,.,1.2%,1%,3%
CN(c1ccc(O)cc1)c1nc(-c2ccccc2)cs1,1%,-4.1%,-2%,19%,?,-8%,-3.8%,?,-4.9%,0%,-66%
CC(C)COC(=O)OCN1C(=O)CN(CCN2CC(=O)N(COC(=O)OCC(C)C)C(=O)C2)CC1=O,1%,-1.7%,1%,8%,-4%,-8%,1.7%,22%,-2.4%,-10%,20%
Cc1ccc(S(=O)(=O)C2(C(=O)O)CCCC2)cc1C,-2%,0.8%,-1%,3%,-8%,0%,-1.6%,-7%,-3.4%,3%,-1%
O=C(c1cccc(F)c1)N1CCC2(CC1)CN(C(c1ccccc1)c1ccccc1)C2,-4%,-0.5%,-2%[9.22 µM],3%,6%,-3%,2.0%,42%[activator],-0.4%,-3%,-9%
O=C(NCCN1CCN(C(=O)c2cc3ccccc3oc2=O)CC1)c1cc2ccccc2oc1=O,0%,-2.1%,-3%,7%,-5%,2%,-0.1%,15%,-2.2%,-1%,8%
CC1CN(S(=O)(=O)c2cccc(-c3cn4cccnc4n3)c2)CC(C)O1 (configuration not stated),-4%,0.9%,3%,-6%,13µM*,0%,1.5%[57.5 µM],7%,0.0%,-1%,-8%
CCOC(=O)CSc1nnc(CNc2ccc(Cl)cc2)n1-c1ccccc1,-8%,0.1%,-1%,1%,1%,-3%,-0.4%,5%,0.5%,7%,-6%
CN(C)c1ncc2nc(-c3cccc(C#N)c3)c(=O)n(C[C@H]3CCCO3)c2n1,-6%,2.9%,6%[9.22 µM],?,43%[activator],-2%,2.2%,34%[activator],-2.6%,1%,0%
CCc1ccc2[nH]c(=O)c(C(c3nnnn3CC3CCCO3)N3CCN4CCCC4C3)cc2c1 (configuration not stated),4%,-0.1%,0%,-6%,8%,-8%,.,15%,20%,0%,1%
Cc1cnc(NC(=O)CN2CCN(c3ccccn3)CC2)s1,-1%,-0.5%,0%,?,8%,0%,?,-3%,-0.5%,14%,3%
Cc1ccnc(NC(=O)C23CC4CC(CC(C4)C2)C3)c1,0%,-0.9%,0%,4%,6%,-2%,-1.2%,-4%,0.0%,7%,7%
CCOc1ccc(Cl)cc1CSc1n[nH]c(CC)n1,-5%,-0.7%,9%,10%,-16%,-3%,1.1%[57.5 µM],-11%,2.6%,8%,-6%
Cc1ccc(CN(CC(=O)NCCc2ccccc2)C(=O)CCCC(=O)Nc2cc(C)on2)cc1,-4%,0.4%,-5%,-9%,-8%,-5%,.,21%,-0.3%,2%,-4%
Cc1c(=O)n(OCc2ccccc2)c2ccccc2[n+]1[O-],-6%[11.4 µM],-2.0%,-4%,?,13%[11.4 µM],-7%[11 µM],?,-1%[7.66 µM],-1.8%,-3%[9.17 µM],7%[11.4 µM]
CCOc1ccc(-c2nnc(SCC(=O)N3CCN(c4ccccc4)CC3)o2)cc1,2%,-1.1%,3%,1%,-2%,-2%,0.2%,.,-1.3%,23%,3%
O=C(c1ccccc1)[C@H](Nc1ccc2ccccc2c1)c1ccccc1,-11%[11.4 µM],-0.8%[15.4 µM],4%[9.22 µM],3%[7.6 µM],?,-4%[11 µM],-2.0%[9.22 µM],.,-1.4%[15.4 µM],-2%[9.17 µM],2%[11.4 µM]
CCC(=O)NCC(c1cccs1)N1CCOCC1 (configuration not stated),-4%,0.2%,6%,-9%,-5%,2%,0.1%[57.5 µM],-14%,-2.5%,2%,-13%
CCC(C)NC(=O)C1CCN(S(=O)(=O)CC)CC1 (configuration not stated),2%,-1.1%,0%,-5%,7%,0%,-0.5%,4%,-1.8%,10%,1%

# Fetched by structure from the entries so far (two):
Molecule,DNA Pol III inh,BRCT PPI red,GFP derepression,CRE Fsk mod,HADH2 inhib,Hsp90 Hop PPI,HBB splicing,USP2a inh,BRCT PPI green,Ub-GFP proteasome,15-hLO inh
Cc1ccc(S(=O)(=O)C2(C(=O)O)CCCC2)cc1C,-2%,0.8%,-1%,3%,-8%,0%,-1.6%,-7%,-3.4%,3%,-1%
COc1cccc(CN(Cc2cccnc2)S(=O)(=O)c2ccc(-n3cnnn3)c(C)c2)c1OC,3%,1.5%,-1%,?,17%,0%,-4.9%,-18%,-4.3%,-3%,?

# Going on with the list:
Molecule,DNA Pol III inh,BRCT PPI red,GFP derepression,CRE Fsk mod,HADH2 inhib,Hsp90 Hop PPI,HBB splicing,USP2a inh,BRCT PPI green,Ub-GFP proteasome,15-hLO inh
CC(C)CN1CC2(CCN(S(=O)(=O)c3ccccc3)CC2)C1,-4%,-1.3%,-2%[9.22 µM],-15%,2%,-5%,3.4%,18%,-4.1%,2%,6%
COc1ccc(C(=O)NCc2cn3cccc(C)c3n2)cc1OC,-6%,-1.2%,.,?,12%,-1%,-1.0%,.,-1.8%,13%,4%
C=CCc1cc(/C=N/n2cnnc2)cc(OCC)c1O,-6%,-1.0%,2%,16%,?,-4%,0.2%,-2%,5.9%,3%,1%
CC(C)CCn1c(=S)[nH]c2ncccc2c1=O,-10%,1.1%,-4%,?,13%,1%,-2.5%,1%,-2.3%,1%,8%
CCOC(=O)c1c(N)sc2c(OC)c(Br)ccc12,-9%,-0.7%,4%,?,4%,1%,-0.9%[9.22 µM],?,1.5%,6%,?

# Exported with two lines to a compound: entries from further up.
# Results follow in this order: DNA Pol III inh | BRCT PPI red | GFP derepression | CRE Fsk mod | HADH2 inhib | Hsp90 Hop PPI | HBB splicing | USP2a inh | BRCT PPI green | Ub-GFP proteasome | 15-hLO inh
> Cc1c(=O)n(OCc2ccccc2)c2ccccc2[n+]1[O-]
→ -6%[11.4 µM] | -2.0% | -4% | ? | 13%[11.4 µM] | -7%[11 µM] | ? | -1%[7.66 µM] | -1.8% | -3%[9.17 µM] | 7%[11.4 µM]
> CCOc1ccc(-c2nnc(SCC(=O)N3CCN(c4ccccc4)CC3)o2)cc1
→ 2% | -1.1% | 3% | 1% | -2% | -2% | 0.2% | . | -1.3% | 23% | 3%
